Source: PubChem BioAssay (National Center for Advancing Translational Sciences (NCATS))
Nrf2 block: blocks Nrf2 signaling; Potency, µM (series often up to 46 µM), without a hit: top-dose activity change, negative = inhibition, most hits filed as inhibitors; A549 ARE-Fluc reporter, luciferase luminescence, 18-24 h; 2.1% of 360,000 active; AID 504444; note: potency is the fitted concentration of half-maximal effect; % is set by controls: 0 for no effect and ±100 for the full control effect; nearly all actives have a fitted effect of over 60% in size
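Reporter: ARE-Fluc in A549. Exposure: 18-24 h, 37 °C, 5% CO2, 5% FBS OPTI-MEM. Readouts: fluorescent cytotoxicity (CellTiter-Fluor), then luminescent Nrf2 signal after BugLite.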
Akt phos inh: blocks phosphorylation of Akt; Neuro2A IGF-stimulated pAkt S473 HTRF, 20 min; stronger effect = lower value; activity change, % for hits at 50 µM; 0.32% of 360,000 active; AID 651550; in the data active = activity change below about -80%; inconclusive = mostly about -51% to -80%; note: % is set by controls: 0 for no effect and ±100 for the full control effect
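Single-point screen (50 µM final compound) in Neuro2A cells stimulated 20 min with 6 nM IGF at 37 deg C. After lysis, Ser473-phosphorylated Akt read by HTRF (ex 330 nm, em 615/665 nm) as the 665/615 ratio.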
Nrf2 ARE act: activators of Nrf2 (ARE) signaling; AREc32 ARE-luciferase reporter (MCF7-derived line), luminescence, 24 h; AID 624171; Potency, µM (highest dose often 46.1 µM), for inactives: top-dose activation, usual class: activators; 0.31% of 410,000 active; note: potency is the fitted concentration of half-maximal effect; % of control where 0% means no effect; nearly all actives have a fitted effect of over 65% in size
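AREc32 cells carrying an ARE-driven firefly luciferase reporter were seeded at 1000 cells/well in OPTI-MEM with 5% FBS, then exposed to compound for 24 hr at 37 deg C. Luminescence was read with Steady-Glo after 30 min at RT.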
TGFb inhibitor: blocks TGF-b signaling; HepG2 CAGA-GFP TGF-b/SMAD3 reporter, GFP fluorescence, 18 h; TGF-beta stimulated, 500 pg/mL final; Potency, µM (top dose mostly 46.1 µM), inactives show at the top dose activity, negative = inhibition, usual class: inhibitors; 1.2% of 410,000 active; AID 588855; note: potency is the fitted concentration of half-maximal effect; % is set by controls: 0 for no effect and ±100 for the full control effect; nearly all actives have a fitted effect of over 65% in size
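First, reporter cells (HEPG2 CAGA-GFP) rested 2 h at 37 degrees C. Next, compounds were pinned in and TGF-beta added to 500 pg/mL final. After 18 h, GFP was imaged per cell and summed per well.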
A549 viability: kills or reduces viability of A549 cells in Nrf2 counter-screen. AID 504648. Potency, µM (top dose mostly 46 µM), inactives show at the highest dose activity change, negative = cytotoxicity, actives largely listed as inhibitors. A549 ARE-Fluc cells, CellTiter-Fluor viability, 18-24 h. 0.16% of 390,000 active; note: potency is the fitted concentration of half-maximal effect; % is set by controls: 0 for no effect and ±100 for the full control effect
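A549 ARE-Fluc cells in 5% FBS OPTI-MEM, 5000 cells/well, rested 2 h then exposed to compounds in concentration-response for 18-24 h at 37 °C. Viability by CellTiter-Fluor fluorescence (Ex 405/Em 525) after 30 min; luciferase luminescence (BugLite, 15 min, RT) read afterwards.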
EPAC2 antag: antagonists of human EPAC2 | 0.18% of 360,000 active | Q8WZA2 | Potency, µM (series often up to 114 µM), for inactives: top-dose activity, negative = inhibition, actives largely listed as inhibitors | EPAC2 GEF exchange of Rap1B-BODIPY-GDP, fluorescence | AID 720708; note: potency is the fitted concentration of half-maximal effect; % is set by controls: 0 for no effect and ±100 for the full control effect; nearly all actives have a fitted effect of over 45% in size; many of its hits are not listed in these tables
Target sequence (Q8WZA2 whole entry, looked up): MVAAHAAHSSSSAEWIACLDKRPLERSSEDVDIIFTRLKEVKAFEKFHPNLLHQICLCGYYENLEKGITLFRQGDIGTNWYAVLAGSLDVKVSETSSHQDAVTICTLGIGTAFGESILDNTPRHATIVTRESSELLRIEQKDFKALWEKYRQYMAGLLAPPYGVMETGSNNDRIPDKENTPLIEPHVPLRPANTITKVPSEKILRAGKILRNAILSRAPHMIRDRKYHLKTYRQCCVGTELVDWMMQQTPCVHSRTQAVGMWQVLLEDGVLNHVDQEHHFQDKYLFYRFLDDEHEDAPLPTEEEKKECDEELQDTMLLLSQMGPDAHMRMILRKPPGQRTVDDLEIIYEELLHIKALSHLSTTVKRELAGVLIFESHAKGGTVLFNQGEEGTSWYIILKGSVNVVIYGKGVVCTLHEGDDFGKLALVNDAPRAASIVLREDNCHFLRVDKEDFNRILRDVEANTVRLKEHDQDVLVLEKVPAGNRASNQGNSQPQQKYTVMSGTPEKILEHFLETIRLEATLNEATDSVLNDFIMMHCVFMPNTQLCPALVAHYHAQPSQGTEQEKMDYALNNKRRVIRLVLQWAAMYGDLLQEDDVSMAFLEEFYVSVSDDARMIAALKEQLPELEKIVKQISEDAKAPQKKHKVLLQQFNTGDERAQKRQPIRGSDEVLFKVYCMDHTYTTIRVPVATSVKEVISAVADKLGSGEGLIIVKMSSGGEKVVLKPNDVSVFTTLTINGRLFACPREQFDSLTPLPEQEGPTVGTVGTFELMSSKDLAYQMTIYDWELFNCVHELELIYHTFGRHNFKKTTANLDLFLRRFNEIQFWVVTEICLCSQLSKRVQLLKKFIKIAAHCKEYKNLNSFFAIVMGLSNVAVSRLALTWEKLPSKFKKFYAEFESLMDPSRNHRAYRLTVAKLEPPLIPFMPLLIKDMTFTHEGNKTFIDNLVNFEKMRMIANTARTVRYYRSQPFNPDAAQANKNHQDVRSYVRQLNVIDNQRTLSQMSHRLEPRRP
CCT chaperon mod: changes cytosolic chaperonin activity; purified chaperonin ATPase assay, HTRF ADP detection, 30 min; 0.3% of 360,000 active; activity change, % (concentration not given with the values), hits read low; AID 651819; in the data active = activity change below about -30%; note: % is set by controls: 0 for no effect and ±100 for the full control effect
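Nucleotide hydrolysis assay: TRiC at 20–40 nM final (set by batch activity) with 10 uM ATP, 30 min at 37 °C, in presence of 76 uM compound. Detection by competitive ADP HTRF, 30 min ambient.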
MmCpn inh: inhibitors of Methanococcus maripaludis chaperonin (MmCpn); 0.031% of 330,000 active; Potency, µM (titrated, usually from 76.9 µM), without a hit: top-dose activity, negative = inhibition, hits mostly inhibitors; purified Mm-Cpn ATPase, ADP Transcreener TR-FRET; note: potency is the fitted concentration of half-maximal effect; % is set by controls: 0 for no effect and ±100 for the full control effect; nearly all actives have a fitted effect of over 80% in size
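ATP (10 uM final) was added to archaeal chaperonin (25 nM final) after 10 min exposure to test compound at 37°C; after 30 min further incubation, ADP was detected by competitive TR-FRET.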
EPAC2 ag: EPAC2 (human) agonism; Q8WZA2; EPAC2 activation, biochemical qHTS; response scale: 100% = 6.5 mM cAMP response; 0.079% of 360,000 active; Potency, µM (doses to about 154 µM), without a hit: top-dose activation, most hits filed as activators; AID 720711; note: potency is the fitted concentration of half-maximal effect; nearly all actives have a fitted effect of over 50% in size
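Each well held 100 nM EPAC2, 250 nM RAP1B-BODIPY-GDP and 50 uM GDP. Fluorescence, read at 5-min intervals to 30 min, was referenced to a 6.5 mM cAMP positive control.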
An asterisk follows results filed as active; i = inactive; ? = inconclusive; . = no result given; [ ] = another dose, or the depositor's remark. Unless noted, calls come from the whole dose curve; as a rule, active = well fitted curve in the direction sought with a large enough effect; inconclusive = small, poorly fitted or top-dose-only effect, or another doubt; inactive = no such curve, though single readings can be large; an effect the other way counts as inactive or inconclusive.

The line under a structure holds: Nrf2 block | Akt phos inh | Nrf2 ARE act | TGFb inhibitor | A549 viability | EPAC2 antag | CCT chaperon mod | MmCpn inh | EPAC2 ag
> O=C(c1ccc(Cl)cc1)C1CCCN(C2CCSCC2)C1 (stereo unspecified)
 : 11% | i | 0.4% | -12% | 12% | -2% | -6.6 | -1% | -1%
> CCC(C)NC(=O)c1c(N)n(CCCOC)c2nc3ccccc3nc12 (stereo unspecified)
 : ? | i | 0.3% | -27% | -2% | -7%[57.1 µM] | -2.1 | -3% | 11%
> COc1ccc(C(=O)c2nc3ccccc3n2C(C)C)cc1OC
 : 2% | i | -0.3% | -15% | 11% | ? | -0.7 | 0% | 11%
> Cc1ccc2[nH]c(C)c(CCNCc3ccco3)c2c1
 : -22% | i | -0.8% | -3% | -15% | -2% | -2.2 | 1% | 11%
> O=C(Cc1ccccc1)Oc1ccc(N2C(=O)CCC2=O)cc1
 : 26% | i | -0.6% | -6% | 8% | 23% | 0.4 | 1% | 6%
> O=C(NCP(=O)(Oc1ccccc1)Oc1ccccc1)OCc1ccccc1
 : . | i | 0.3% | -26% | . | 1% | -1.8 | . | -5%
> Cc1cccc(N2C(=O)NC(=O)/C(=C/c3ccc([N+](=O)[O-])o3)C2=O)c1
 : 16% | i | 7.4% | 0% | ? | -9% | -3.2 | -2% | -1%
> Cc1cc(N2C(=O)C3CCCN3C2c2cccc(Cl)c2)no1 (stereo unspecified)
 : 5% | i | -0.7% | 6% | 7% | 6% | -2.6 | -2% | 5%
> CP(=O)(O)CCCN
 : -5% | i | -0.8% | 4% | 7% | -2% | -1.5 | -3% | 3%
> O=P(Nc1c(Cl)cccc1Cl)(c1ccccc1)c1nc2c(s1)CCCC2 (stereo unspecified)
 : 3% | i | 3.6% | 2% | -14% | 25% | 1.4 | 0% | 20%
> CN(C)CCN=Cc1c(O)n(-c2cccc(C(F)(F)F)c2)c(=O)[nH]c1=O
 : -3% | i | 0.3% | 27% | -1% | 8% | 0.4 | 2% | -1%
> c1ccc(CN2COC3CCCCCC32)cc1 (stereo unspecified)
 : . | i | 0.2% | -2% | . | 6% | 0.1 | . | 7%
> O=C(c1ccccc1F)N1C[C@H]2C[C@@H](C1)c1cccc(=O)n1C2
 : -20% | i | -0.1% | 21% | 3% | -4% | 0.1 | -3% | 7%
> O=c1c2ccccc2[nH]c(=S)n1-c1ccc2c(c1)OCO2
 : -6% | i | 0.2% | -1% | -11% | 8% | -4.1 | 1% | 2%
> Cc1c(/C=N/O)c2ccccc2n1C
 : -16% | i | 0.0% | 3% | -8% | 1% | 0.2 | -5% | -2%
> CCC(=NCc1ccc2c(c1)OCO2)c1c(O)n(C2CCCCC2)c(=O)[nH]c1=O
 : 12µM* | i | 1.1% | ? | . | -4% | -3.7 | -1% | 24%
> COc1ccccc1C1CC2CCC(C1OC(C)=O)N2Cc1ccccc1 (stereo unspecified)
 : 7% | i | 0.3% | 0% | 11% | -6% | -1.7 | 1% | ?
> O=C(NC(c1ccc(Cl)cc1)P(=O)(Oc1ccccc1)Oc1ccccc1)OCc1ccccc1 (stereo unspecified)
 : 2% | i | -0.7% | 1% | -5% | 17% | 1.1 | -2% | 0%
> COc1ccccc1OCC#CCN1CCCC(C)C1 (stereo unspecified)
 : 11% | i | 0.3% | -25% | 2% | 6% | -1.2 | 0% | 5%
> COC(=O)C1=C(c2ccc(OC)c(OC)c2)C[C@@H]2CC[C@H]1N2C(=O)NC1CCCCC1
 : -5% | i | 2.4% | -2% | -8% | 2% | -1.5 | 3% | -5%
> C[C@]12CC[C@H](O)C[C@H]1CC[C@@H]1C2CC[C@]2(C)[C@@H](C3=CC(=O)OC3)[C@@H](O)C[C@]12O (stereo partly specified)
 : 1.8µM* | i | -2.4% | 11µM* | -20% | 0% | 0.2 | 2% | 4%
> CC12CCC3C(CC=C4CC(O)CCC43C)C1C/C(=C\c1ccccc1F)C2=O (stereo unspecified)
 : ? | i | 0.0% | -4% | -3% | 5% | -1.3 | 1% | -7%
> O=Cc1cn(CCCOc2ccccc2)c2ccccc12
 : 14% | i | 0.9% | ? | 3% | -3% | -1.8 | 0% | 2%
> CN1CCN(c2ccc(S(C)(=O)=O)cc2[N+](=O)[O-])CC1
 : -4% | i | -0.6% | 12% | -1% | 10% | -1.4 | 1% | 13%
> O=c1cccc2n1CC1CC2CN(Cc2cccc(Cl)c2Cl)C1 (stereo unspecified)
 : 21µM* | i | 2.0% | -23% | -4% | 2% | 2.1 | -1% | -8%
> COC(=O)C1=C(c2ccc(OC(F)(F)F)cc2)C[C@@H]2CC[C@H]1N2C(=O)NCCNC(C)=O
 : 3% | i | -0.4% | ? | 9% | -10% | -1.7 | -2% | 7%
> CN(C(=O)COC(=O)c1cn(C)c2ccccc12)C1CCCCC1
 : 11% | i | 2.8% | -18% | 2% | -1% | -0.5 | 1% | 10%
> O=c1[nH]c(=S)n(-c2ccccc2F)c(O)c1C=NCCN1CCNCC1
 : -23% | i | 0.3% | 11% | -1% | 3% | 1.4 | 1% | 3%
> Cc1ccc(S(=O)(=O)N2Cc3ccccc3-n3nncc3C2)cc1
 : -3% | i | 3.0% | 8% | 7% | -8% | -1.7 | . | 5%
> Cc1c2ccncc2c(C)c2c1[nH]c1ccccc12
 : 7.3µM* | i | 4.7% | ? | ? | -12% | 1.0 | -6% | 3%

By substructure: those above containing a furan ring, fused or not
The line under a structure holds: Nrf2 block | Akt phos inh | Nrf2 ARE act | TGFb inhibitor | A549 viability | EPAC2 antag | CCT chaperon mod | MmCpn inh | EPAC2 ag
> Cc1ccc2[nH]c(C)c(CCNCc3ccco3)c2c1
 : -22% | i | -0.8% | -3% | -15% | -2% | -2.2 | 1% | 11%
> Cc1cccc(N2C(=O)NC(=O)/C(=C/c3ccc([N+](=O)[O-])o3)C2=O)c1
 : 16% | i | 7.4% | 0% | ? | -9% | -3.2 | -2% | -1%

More entries.
The line under a structure holds: Nrf2 block | Akt phos inh | Nrf2 ARE act | TGFb inhibitor | A549 viability | EPAC2 antag | CCT chaperon mod | MmCpn inh | EPAC2 ag
> CS(=O)(=O)N1Cc2ccccc2-n2nncc2C1
 : -2% | i | -0.5% | -10% | 0% | 7% | -2.2 | . | 4%
> COc1cc(/C=C2\C[C@H]3[C@@H]4CC=C5C[C@@H](N6CCCC6)CC[C@]5(C)[C@H]4CC[C@]3(C)[C@H]2O)cc(OC)c1OC
 : 16% | i | 8.1% | -9% | ? | 4% | -3.6 | . | 10%
> CN1CCN(C(=O)COc2ccc(C(C)(C)C)cc2Br)CC1
 : 10% | i | 0.6% | 4% | 8% | 1% | 0.5 | -1% | -11%
> O=C(C1CCC(=O)N1Cc1ccccc1Cl)N1CCC2(CC1)OCCO2 (stereo unspecified)
 : 1% | i | 0.1% | -4% | 6% | 5% | -1.0 | 0% | 5%
> O=[N+]([O-])CCO
 : 16% | i | 0.2% | -3% | -7% | -7% | -1.3 | 0% | 3%
> O=C(NC1CCCCC1)Oc1cc2oc(=O)sc2cc1Cl
 : -24% | i | 20% | ? | 3% | -3% | 0.2 | -4% | 12%
> Cc1cc(OCC(=O)O)c2c3c(c(=O)oc2c1)CCCC3
 : 12% | i | -0.5% | -4% | 2% | -5% | 0.7 | -5% | 2%
> C=CCN1C(=O)/C(=C/c2ccc(N3CCOCC3)o2)C(=O)NC1=S
 : 18% | i | 6.9% | 74%[activator] | -14% | 4% | 0.2 | -4% | 8%
> O=c1[nH]c(=O)n(CCc2ccc(F)cc2)c(O)c1C=NCc1ccc2c(c1)OCO2
 : ? | i | -0.5% | 16% | 4% | -6% | -1.0 | 1% | 15%
> COC(=O)C1=C(c2ccc3ccccc3c2)C[C@@H]2CC[C@H]1N2C(=O)N1CCOCC1
 : ? | i | 2.6% | 13µM* | 5% | 1% | -0.6 | 2% | 9%
> COc1ccc(CN2CCNCC2)cc1
 : -6% | i | -0.8% | 1% | 20% | -7% | 1.9 | 1% | 4%
> Cc1cccc(N2CCN(Cc3ccc4c(c3)OCO4)CC2)c1C
 : -10% | i | -1.0% | ? | 0% | 0% | 1.9 | -3% | 17%
> COc1cc(C(=O)NN=Cc2ccc(N(CCCl)CCCl)cc2)cc(OC)c1OC
 : -2% | i | 3.4% | -4% | -6% | -8% | -0.7 | . | 12%
> O=NN1CCCCC1
 : 19% | i | -0.8% | -10% | -7% | -6% | -1.0 | ? | 8%
> CCOC(=O)CC1c2ccccc2-n2nncc2CN1Cc1ccc(OC)cc1 (stereo unspecified)
 : 23µM* | i | 0.2% | 0% | -11% | -15% | 1.8 | . | 9%
> Cc1ccccc1-c1nc(CS(=O)CC(=O)N2CCN(c3cc(Cl)ccc3C)CC2)c(C)o1 (stereo unspecified)
 : ? | . | 5.7% | ? | -18% | . | . | . | .
> O=C(c1ccccc1F)c1cn(CC(=O)N2CCOCC2)c2ccccc12
 : 1% | i | -0.7% | 0% | -3% | -4% | -1.0 | 0% | -4%
> CCOC(=O)C(O)(c1ccc(NC(=O)Oc2ccccc2)cc1)C(F)(F)F (stereo unspecified)
 : 0% | i | -1.0% | -12% | -2% | -18% | 0.1 | -2% | 0%
> O=c1c(C=NCCN2CCNCC2)c(O)n(C2CCCCC2)c(=O)n1C1CCCCC1
 : 0% | i | 2.2% | ? | 2% | -8% | -3.3 | -1% | 8%
> COC(=O)NC(=C(Cl)Cl)P(=O)(c1ccccc1)c1ccccc1
 : 3% | i | -0.4% | -8% | 0% | 13% | -1.5 | 3% | 11%
> CN1C(=O)/C(=C\c2ccc(Br)s2)C(=O)NC1=S
 : -7% | i | 0.0% | 18% | -1% | 2% | 1.9 | -7% | 4%

Some of the compounds tested (hit frequency here may not be typical).
